Source: PubChem (National Center for Advancing Translational Sciences (NCATS))
D2 ag: agonists of human D2 dopamine receptor; activation, % at 2 µM; HEK293 T-REx D2 cells, calcium flux agonist mode; P14416; 0.53% of 340,000 active;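 active = activation over 3 SD above normal in the single-dose calcium agonist read, cut at about 30% in these data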; also: 0% is about no effect
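HEK293 Trex D2 cells, tetracycline-induced, o/n 30 C 5% CO2; no-wash Ca dye, RT 30–90 min; 10-cycle baseline, 23 nl cpd added, kinetic Ca read 180 s; agonist hits = positive Ca response.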
Vif-A3G inh: blocks the Vif interaction with human APOBEC3G | HeLa A3G-eYFP + Vif (tagged APOBEC3G with the HIV-1 protein that degrades it), YFP fluorescence, overnight | 0.076% of 410,000 active | Potency, µM (highest dose often 46.1 µM), for the others: top-dose activity, negative = active, actives largely listed as inhibitors | Q9HC16;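 also: potency is read from the fitted curve at half-maximal effect; % is scaled to controls: 0 for no effect and ±100 for the full control effect; nearly all actives have a fitted effect of over 60% in size; hits raise eYFP signal because A3G escapes Vif-driven loss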
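Read-out is eYFP fluorescence (Ex 488/Em 500-530) from Vif-expressing HeLa A3G-eYFP cells; more signal means A3G escaped Vif-mediated degradation. Cells plated overnight, compound pinned in, incubated overnight at 37 deg C.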
ALOX12 inh: inhibitors of human 12S-lipoxygenase ALOX12 | purified 12hLO, xylenol orange hydroperoxide absorbance | 1.1% of 580,000 active | P18054 | Potency, µM (titrated, usually from 108 µM), for the others: top-dose activity change, negative = inhibition, usual class: inhibitors; also: potency is read from the fitted curve at half-maximal effect; % is scaled to controls: 0 for no effect and ±100 for the full control effect
Target sequence (P18054 whole entry, looked up): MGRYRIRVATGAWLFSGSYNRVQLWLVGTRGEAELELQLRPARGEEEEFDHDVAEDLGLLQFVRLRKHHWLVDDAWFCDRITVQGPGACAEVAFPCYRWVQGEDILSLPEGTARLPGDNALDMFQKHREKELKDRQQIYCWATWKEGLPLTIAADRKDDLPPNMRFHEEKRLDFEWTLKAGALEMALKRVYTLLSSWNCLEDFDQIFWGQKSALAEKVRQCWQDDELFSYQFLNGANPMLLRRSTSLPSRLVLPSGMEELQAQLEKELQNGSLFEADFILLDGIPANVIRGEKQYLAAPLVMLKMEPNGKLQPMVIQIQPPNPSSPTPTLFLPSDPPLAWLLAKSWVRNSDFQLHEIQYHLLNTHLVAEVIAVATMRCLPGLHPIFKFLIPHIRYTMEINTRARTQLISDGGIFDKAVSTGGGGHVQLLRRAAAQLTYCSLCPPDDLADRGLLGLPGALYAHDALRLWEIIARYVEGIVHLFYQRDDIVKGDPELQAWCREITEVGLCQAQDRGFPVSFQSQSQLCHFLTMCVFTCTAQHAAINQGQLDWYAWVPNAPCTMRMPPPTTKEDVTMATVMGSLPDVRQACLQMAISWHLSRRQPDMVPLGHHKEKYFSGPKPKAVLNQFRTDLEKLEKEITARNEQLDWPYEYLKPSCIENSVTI
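Purified human 12hLO (150 nM final) in 25 mM Hepes, 0.01% Triton X-100, pH 7.0 was preincubated 15 min at room temperature with compound. Then 40 uM arachidonic acid was added, 30 min. Hydroperoxide was read by Fe-XO absorbance ratio 573/405 nm.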
ERG-DNA inh: blocks human ERG Ets domain binding to DNA. 0.028% of 370,000 active. AID 624246. fluorescence polarization, His-ERG Ets domain / labelled DNA. Potency, µM (series often up to 76.9 µM), for the others: at the top dose FP activity, negative = inhibition, hits mostly inhibitors. P11308; active = well fitted inhibition curve with a large enough effect in the polarisation, with a control signal flat; inconclusive = small, poorly fitted or top-dose-only effect, or effect the other way, or a change in a side signal; inactive = no such curve, though single readings can be large or run the other way; the % refers to the polarisation;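 also: polarization taken with two DNA probes labelled with fluorescein and Texas red; potency is read from the fitted curve at half-maximal effect; % of control where 0% means no effect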
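His-tagged ERG Ets domain (1 uM in the protein solution; 300mM KCl, 50mM Tris-HCl, 1mM EDTA, 1mM DTT, pH 7.5) received compound, then a probe mix of 5 nM fluorescein-DNA and 100nM Texas-615-DNA. Fluorescence polarization was read for both dyes.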
LDHA block: LDHA (human) enzyme inhibition; P00338; purified LDHA, NADH/diaphorase-resazurin fluorescence; hits give low values; activity change, % (values are at about 110 or 230 µM); 0.15% of 480,000 active; AID 1347041; in the data active = activity change below about -30%; inconclusive = mostly about -25% to -30%;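 also: plate controls were DMSO wells for no effect and wells without enzyme for full effect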
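Enzyme activity of human lactate dehydrogenase 5 (2 nM; 0.06 mM NADH, 0.2 mM pyruvate, 5 min, RT) is measured via a resazurin/diaphorase fluorescence readout of residual NADH.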
Vif-APOBEC3F blk: inhibitors of Vif-A3F interaction; Potency, µM (doses to about 46.1 µM), without a hit: at the top dose activity, negative = active; HeLa A3F-eYFP + Vif (tagged APOBEC3F with the HIV-1 protein that degrades it), YFP fluorescence increase; 0.2% of 390,000 active; also: potency is read from the fitted curve at half-maximal effect; % of control where 0% means no effect; nearly all actives have a fitted effect of over 65% in size
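HeLa cells stably expressing Vif plus C-terminally eYFP-tagged A3F were seeded, incubated overnight at 37 deg C, dosed with compound, incubated overnight again at 37 deg C. Yellow fluorescence (Ex 488/Em 500-530) reported blocked Vif-mediated A3F-eYFP degradation.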
RGS4 inhibitor: blocks human RGS4-accelerated GTP hydrolysis; AID 504845; Transcreener GDP fluorescence polarization, RGS4-accelerated GTP hydrolysis; Potency, µM (highest dose often 114 µM), for inactives: at the top dose activity change, negative = inhibition, actives largely listed as inhibitors; 0.039% of 390,000 active; also: potency is read from the fitted curve at half-maximal effect; % is scaled to controls: 0 for no effect and ±100 for the full control effect; nearly all actives have a fitted effect of over 75% in size; some results filed as inactive show a strong effect at the top dose
Target sequence (P49798 whole entry, looked up): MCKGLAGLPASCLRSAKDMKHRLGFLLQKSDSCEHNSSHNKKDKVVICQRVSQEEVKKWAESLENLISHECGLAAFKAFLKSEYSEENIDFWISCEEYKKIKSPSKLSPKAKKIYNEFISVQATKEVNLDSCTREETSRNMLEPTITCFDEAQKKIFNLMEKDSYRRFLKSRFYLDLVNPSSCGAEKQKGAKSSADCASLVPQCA
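MLSMR compounds (23 nl, pin-transferred) preincubated 10 min at room temperature with a 500nM (2x) first reagent, then RGS4 at 900nM (2x) plus Transcreener GDP mix added; fluorescence polarization (620/688 nm) read before and after 90 min at 30 °C.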
D2 antagonist: D2 dopamine receptor (human) antagonism | P14416 | HEK293 TREx D2 cells, calcium flux, dopamine EC80 | inhibition, % at 10 µM | 2% of 340,000 active; in the data active = inhibition above about 30%; also: 0% is about no effect
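Inhibition of EC80 dopamine-driven calcium flux, recorded kinetically, defines activity here; cells are a tetracycline-induced HEK293 T-REx line expressing force-coupled D2.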
Glioma ERSR ind: inducers of ER stress response in human glioma cells | U87-MG GRP78 promoter luciferase reporter, 16 h | Potency, µM, without a hit: at the top dose activation, most hits filed as activators | 0.02% of 420,000 active; also: potency is read from the fitted curve at half-maximal effect; series mostly up to about 76 µM; % of control where 0% means no effect; nearly all actives have a fitted effect of over 35% in size
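ERSR induction read as luciferase luminescence (Bright-Glo, 10 min at room temperature) in stably transfected human U87-MG glioma cells exposed to compounds for 16 h, using GRP78 as sensor.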
* = called active by the depositor; ? = inconclusive; · = no result given; & = joins results of further samples; [ ] = remark or other dose. Unless noted, calls follow the shape of the dose curve; as a rule, active = well fitted curve in the direction sought with a large enough effect; inconclusive = small, poorly fitted or top-dose-only effect, or another doubt; inactive = no such curve, though single readings can be large; an effect the other way counts as inactive or inconclusive. A portion of the library, so the mix of outcomes need not match the whole.

SMILES	D2 ag	Vif-A3G inh	ALOX12 inh	ERG-DNA inh	LDHA block	Vif-APOBEC3F blk	RGS4 inhibitor	D2 antagonist	Glioma ERSR ind
Cc1ccc(C(=O)NCC(=O)OCC(=O)Nc2cc(C)c(C)cc2[N+](=O)[O-])cc1	-1.3	1%	-7%	-2%	-11	2%	4%	-4	-3%
N#Cc1c(-c2ccccc2)nc2n1CCS2	-1.4	1%	-9%	26%	-5	0%	11%	-15	-4%
CC(C)C(OC(=O)c1cccs1)C(=O)NCc1cccs1 (configuration not stated)	0.0	2%	-4%	-7%	-4	-5%	29%	-5	-6%
COc1cc2[nH]c(=S)n(CCN3CCOCC3)c(=O)c2cc1OC	0.0	0%	-13%	·	5	0%	-10%	6	1%
CCOc1ccc(N(CC(=O)NCc2ccc(F)cc2)S(=O)(=O)c2c(C)noc2C)cc1	-1.1	-1%	20%	-18%	-6	-2%	11%	-11	0%
CCOc1ccc(NC(=O)Cn2nnc(C(=O)NCCc3ccccc3)c2N)cc1	0.2	-1%	-15%	-2%	-2	-1%	?	·	-4%
O=C(Nc1ccc(S(=O)(=O)Nc2ncccn2)cc1)c1ccccc1	·	1%	-60%	6%	-4	?	-40%	·	-2%
CN1CCN(c2oc(-c3ccco3)nc2S(=O)(=O)c2ccccc2)CC1	1.2	0%	-34%&27%	9%	-7&-2	-10%	-19%	-3	-5%
O=[N+]([O-])c1cc(/C=N/N2CCN(c3ccccc3)CC2)ccc1Cl	0.1	0%	-10%	-2%	-10	7%	-12%	-12	2%
COc1ccccc1N1CCN(C(=O)c2cc3c(C)nc4ccccc4c3o2)CC1	-0.5	5%	12%	-5%	-3	-5%	8%[11.4 µM]	-9	-5%
Cc1ccc(S(=O)(=O)N2CCOCC2)cc1C(=O)O	-0.7	0%	-4%	-19%	-5	-2%	-6%	-1	-5%
CCOCCCNC(=O)C1CCN(S(=O)(=O)CC)CC1	0.3	-2%	5%	·	-5	-3%	23%	1	-3%
CC(=O)Nc1cccc2ccc(O)cc12	·	2%	?	-3%	23	-9%	-35%	·	-2%
O=C(CCNS(=O)(=O)c1ccccc1)N1CCN(c2ccccc2F)CC1	0.2	0%	0%	-16%	-5	-1%	-20%	9	-4%
O=C1c2ccccc2C(Nc2cccnc2)N1Cc1ccccc1Cl (configuration not stated)	-0.1	-8%	2%	19%	2	-12%	3%	-8	0%
COc1ccc(-n2nc(C(=O)NCC(=O)NCCCN3CC(C)CC(C)C3)c3ccccc3c2=O)cc1 (configuration not stated)	·	1%	-16%	0%	-6	9%	14%	·	-1%
O=C(Cc1cccc(C(F)(F)F)c1)Nc1ccc(S(=O)(=O)N2CCCC2)cc1	-0.3	-1%	-5%	4%	-2	9%	-5%	-5	-4%
O=C(Cn1nnc2ccccc21)N/N=C\c1cccs1	1.2	-4%	13%	-2%	-4	-10%	-9%	0	-1%
COc1cccc(CNC(=O)c2ccc(Cl)c(S(=O)(=O)N3CCOCC3)c2)c1	0.5	5%	-7%	17%	-3	0%	10%	-26	-4%
NC(=S)c1ccc(C(N)=S)o1	0.0	2%	?	·	-10	5%	9%	-8	-2%

Four compounds picked at random from the list so far:
SMILES	D2 ag	Vif-A3G inh	ALOX12 inh	ERG-DNA inh	LDHA block	Vif-APOBEC3F blk	RGS4 inhibitor	D2 antagonist	Glioma ERSR ind
CCOc1ccc(N(CC(=O)NCc2ccc(F)cc2)S(=O)(=O)c2c(C)noc2C)cc1	-1.1	-1%	20%	-18%	-6	-2%	11%	-11	0%
CN1CCN(c2oc(-c3ccco3)nc2S(=O)(=O)c2ccccc2)CC1	1.2	0%	-34%&27%	9%	-7&-2	-10%	-19%	-3	-5%
NC(=S)c1ccc(C(N)=S)o1	0.0	2%	?	·	-10	5%	9%	-8	-2%
COc1cccc(CNC(=O)c2ccc(Cl)c(S(=O)(=O)N3CCOCC3)c2)c1	0.5	5%	-7%	17%	-3	0%	10%	-26	-4%

Next part
SMILES	D2 ag	Vif-A3G inh	ALOX12 inh	ERG-DNA inh	LDHA block	Vif-APOBEC3F blk	RGS4 inhibitor	D2 antagonist	Glioma ERSR ind
CCOC(=O)Cc1csc(NC(=O)c2c(O)c3ccccc3n(CC(C)C)c2=O)n1	-0.3	0%	8%	-12%	-1	3%	0%	3	-2%
O=C(CS(=O)(=O)c1ccc(F)cc1)Nc1nnc(-c2cccs2)o1	-0.1	0%	-1%	-5%	2	3%	0%	-1	-3%
COc1ccc(Cc2c(-c3ccc(F)cc3)nc3c4ccccc4ccn23)c(C)c1	·	-9%	-5%	·	-4	·	·	·	-1%
CS(=O)(=O)Nc1ccccc1C(=O)N1CCCC1	0.0	-4%	211%[activator]	2%	-9	1%	-50%	4	-4%
COC(=O)c1c(NC2=NS(=O)(=O)c3ccccc32)sc2c1CCC(C(C)(C)C)C2 (configuration not stated)	·	-3%	10%	2%	-9	-3%	18%	·	-3%
COc1ccc(NC(=O)c2cc(-c3ccc(C)cc3O)n[nH]2)c(OC)c1	-0.8	7%	15%	5%	0	-17%	-19%	6	-4%
O=C(c1[nH]c(C(F)(F)F)nc1-c1ccccc1)N1CCN(c2ccccc2)CC1	·	?	-11%	·	-2	·	·	·	-5%
Cc1ccc(C(=O)C(OC(=O)CNS(=O)(=O)c2ccccc2)c2ccccc2)cc1 (configuration not stated)	0.4	3%	?	-2%	-1	-6%	-8%	-8	-5%
Cn1c(/C(C#N)=C/Nc2ccccn2)nc2ccccc21	-0.1	-3%	-4%	-2%	1	-11%	-33%	2	2%
CCOc1ccc(N(C(=O)c2ccccc2F)S(=O)(=O)c2ccc3c(c2)n(C)c(=O)n3C)cc1	-0.5	·	-18%	-3%	2	·	10%	·	·
CC1=C(C(=O)OC2CCCCCCC2)C(c2cc3c(cc2Br)OCO3)CC(=O)N1 (configuration not stated)	2.4	-27%	-22%	-2%	4	0%	1%	-7	10%
CCOC(=O)C1C(=O)CC(C)(O)C(C(=O)OCC)C1c1ccc(SC)cc1 (configuration not stated)	0.0	0%	-11%	0%	5	-8%	17%	-10	-3%
COc1ccccc1NS(=O)(=O)c1ccc(C(=O)N2CCCC(C(F)(F)F)C2)cc1 (configuration not stated)	-1.1	1%	325%[activator]	-10%	-3	-4%	21%	13	-4%
COc1cc(C2C(C#N)=C(N)OC3=C2C(=O)CCC3)cc2c1OCO2 (configuration not stated)	-0.2	1%	7%	-1%	-9	3%	21%	7	-3%
CCOC(=O)C1=C(C)C2C3C(=O)N(c4cc(C)ccc4C)C(=O)C3C1(C)C1C(=O)N(c3cc(C)ccc3C)C(=O)C21 (configuration not stated)	0.9	-2%	22%	5%	-4	0%	19%	-7	-4%
CN(C(=O)COC(=O)COc1ccc(N(C)S(=O)(=O)c2ccc(Cl)cc2)cc1)c1ccccc1	·	1%	-2%	4%	0	-5%	-31%	·	-3%
CCN(Cc1ccccc1)C(=O)COC(=O)Cc1c[nH]c2ccccc12	-0.4	-3%	-20%	2%	-6	-8%	-30%	8	-6%
CC(=O)Nc1ccc(C(=O)OCC(=O)N2CCCC2=O)cc1	·	-4%	197%[activator]	2%	-4	5%	-18%	·	0%
COc1ccc(OC2CCN(S(=O)(=O)c3ccc(F)cc3)CC2)cc1	-0.1	4%	11%	-5%	1	22%	21%[56.9 µM]	5	-2%
C[C@@H]1CN(Cc2nc(-c3ccc(Cl)cc3)no2)C[C@H](C)O1	0.6	10%	-4%	1%	-3	0%	23%	7	1%
CC(C)CNC(=O)CSc1n[nH]c(=O)n1CCc1ccccc1	-1.5	0%	0%	-12%	-1	-4%	-15%	-17	-3%
COCCn1c(SCC(=O)OC(C)C)nnc1-c1ccccc1	0.3	-1%	3%	5%	-2	3%	11%	-6	0%
O=C(COC(=O)Cn1cnc2ccccc21)Nc1ccc2c(c1)OCCO2	-1.4	-5%	0%	-3%	-3	2%	6%	12	-3%
O=C1CCC(/C=C/c2ccccc2)=NN1Cc1ccc(Cl)c(Cl)c1	0.9	-6%	?	-7%	0	2%	6%	-6	-7%
Cn1c(SCC#N)nnc1-c1cccnc1	2.4	-1%	-1%	-12%	-2	-1%	-5%	11	-3%
CCOc1nc(C)ccc1-c1noc(CC)n1	0.5	1%	-38%	-6%	-1	-6%	41%	9	4%
CC(C)C(=O)NC(Nc1ccc(S(N)(=O)=O)cc1)C(Cl)(Cl)Cl (configuration not stated)	-1.0	0%	-12%	6%	-1	17%	10%	-2	0%
COc1ccc(OCCn2cnc3ccccc32)cc1	0.3	2%	0%	-5%	-6	0%	6%	12	-3%
CC1CN(C(c2cccs2)c2sc3ncnn3c2O)CC(C)O1 (configuration not stated)	0.2	0%	7%[57.4 µM]	-5%	-11	0%	9%	-8	-3%
NC(=O)COc1ccccc1C(=O)NC12CC3CC(CC(C3)C1)C2	-0.1	0%	-26%	5%	-8	12%	8%	-5	-4%
CCCCn1c(O)c(N=Nc2ccccn2)c2ccccc21	0.3	-15%	-17%	2%	5	0%	28%	-5	0%
Cc1cc(C)nc(NS(=O)(=O)c2ccc(NC(=O)CCN3C(=O)c4ccccc4C3=O)cc2)n1	-0.4	-5%	-19%	0%	-4	-8%	33%	-23	-1%
COc1ccc(NC(=O)c2c(F)cccc2F)cc1S(=O)(=O)Nc1ccc(Br)cc1	0.9	-11%	?	-10%	-4	3%	-32%	-5	-5%
COc1ccc(OCCSc2nnc(-c3ccc(OC)cc3)n2N)cc1	0.2	-6%	3%	2%	-8	0%	-10%	1	0%
